12-LOX inh: ALOX12 (human) lipoxygenase inhibition. P18054. AID 1671190. purified 12hLO, xylenol orange hydroperoxide absorbance. Potency, µM (top dose mostly 108 µM), for the others: top-dose activity change, negative = inhibition, usual class: inhibitors. 1.1% of 580,000 active; active = well fitted inhibition curve with a large enough effect; inconclusive = small, poorly fitted or top-dose-only effect, or another doubt; inactive = no such curve, though single readings can be large or run the other way
Target sequence (P18054 whole entry, looked up): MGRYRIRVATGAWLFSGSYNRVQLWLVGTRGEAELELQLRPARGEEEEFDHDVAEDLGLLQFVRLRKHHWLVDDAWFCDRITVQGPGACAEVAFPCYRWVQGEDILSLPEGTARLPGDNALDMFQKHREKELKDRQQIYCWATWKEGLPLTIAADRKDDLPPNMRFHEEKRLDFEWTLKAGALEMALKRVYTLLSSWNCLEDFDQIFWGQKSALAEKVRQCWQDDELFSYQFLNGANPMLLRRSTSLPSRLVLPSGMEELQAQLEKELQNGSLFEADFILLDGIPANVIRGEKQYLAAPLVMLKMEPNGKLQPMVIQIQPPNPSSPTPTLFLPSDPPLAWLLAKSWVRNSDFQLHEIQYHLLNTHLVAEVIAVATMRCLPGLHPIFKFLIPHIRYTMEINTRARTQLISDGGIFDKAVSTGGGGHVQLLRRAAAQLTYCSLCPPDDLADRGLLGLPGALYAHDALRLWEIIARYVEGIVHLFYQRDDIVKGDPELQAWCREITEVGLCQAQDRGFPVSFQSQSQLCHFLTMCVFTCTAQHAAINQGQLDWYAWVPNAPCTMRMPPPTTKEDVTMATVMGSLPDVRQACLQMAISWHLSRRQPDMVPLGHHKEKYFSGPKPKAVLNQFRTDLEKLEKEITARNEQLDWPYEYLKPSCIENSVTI
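Purified human 12hLO (150 nM final) in 25 mM Hepes, 0.01% Triton X-100, pH 7.0 was preincubated 15 min at room temperature with compound. Then 40 uM arachidonic acid was added, 30 min. Hydroperoxide was read by Fe-XO absorbance ratio 573/405 nm.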
Starred values were filed as active, the others as inactive; u = inconclusive; [ ] = remark or other dose. % is scaled to controls: 0 for no effect and ±100 for the full control effect; potency is read from the fitted curve at half-maximal effect. Not all compounds are listed. The share of hits here may be higher or lower than overall.

SMILES | 12-LOX inh
COC(=O)C1=CN(c2cccc(OCc3ccccc3)c2)C(N)=C(C#N)C1c1ccc(-c2ccccc2)cc1 (stereo not drawn) | -4.2%
COc1ccc(CN2CCNc3cc(-c4ccccc4)ncc3C2)cc1 | -13.7%[176 µM]
O=C(c1[nH]nc2c1CCc1ccccc1-2)N1CCC(c2noc(-c3cccnc3)n2)C1 (stereo not drawn) | 28.2%
O=[S+]1([O-])NC2(CCN(Cc3ccccc3C(F)(F)F)C2)CNc2ccccc21 (stereo not drawn) | 46.4%[activator]
COc1cccc(C2Cn3nnc(-c4nc(-c5ccc(Cl)cc5)no4)c3CO2)c1 (stereo not drawn) | 29.8%
Cc1cccc(N2CCN(C(=O)CNC(=O)NCc3ccc(F)cc3)CC2)c1C | -2.1%
CCc1ccc(NC(=O)c2ncoc2-c2cccc(OC)c2)cc1 | -26.8%
O=C(C1CC1)N1CCN(C2CCN(Cc3cccnc3)C2=O)CC1 (stereo not drawn) | 5.2%
CCCCc1c(C)nc2c(Cl)cccc2c1Cl | 4.9%
CC(=O)Nc1ccc(N=Cc2ccc(N(C)C)cc2)cc1 | 6.4%
CN(C)/C=C/C(=O)c1ccc[nH]1 | u
C#CCOc1ccc(C(=O)N[C@@H]2CN(Cc3ccc(C(=O)O)cc3)CCC[C@H]2O)cc1 | -16.6%[176 µM]
O=C1Nc2c(Cl)cc(Cl)cc2C12Nc1ccccc1S2 (stereo not drawn) | 35.5µM*
Cn1ncc(N2CCC(C(=O)N3CCc4ccccc43)C2)cc1=O (stereo not drawn) | -12.9%
COc1cc(C2SCCS2)ccc1OC(=O)c1ccc2c(c1)NC(=O)CS2 | 16.6%
CCCNC(=O)[C@@H]1Cc2cn(Cc3c(C)noc3C)c3cccc(c23)[C@H](CC(C)C)N1 | u
CCCn1cnc2c1CN(C(=O)c1ccccc1)[C@H](C(=O)OC)C2 | 5.4%[176 µM]
C=CCNC(=O)N[C@H]1[C@H](O)[C@@H](Oc2ccccc2)[C@@H]2OC[C@H]1O2 | 5.0%[176 µM]
COc1ccc2[nH]cc(CCNc3ccnc(-c4cccc(C#N)c4)n3)c2c1 | -21.7%
CC(C)CC(=O)NC(C)C1CC2CCC1C2 (stereo not drawn) | -14.2%
CC(Cc1ccc(Br)cc1)NC(=O)C1CCCCC1 (stereo not drawn) | -16.1%
COc1ccc(-c2ccc3nnc(CNC(=O)C(C)Oc4cccc(Cl)c4)n3n2)cc1 (stereo not drawn) | 3.2%
CC(=O)Nc1ccc2c(c1)nc1n2[C@@H](CNC2CCN(C)CC2)COC1 | 10.6%[176 µM]
COc1cc(NC2c3ccccc3C(=O)N2c2ccccc2C)cc(OC)c1OC (stereo not drawn) | 3.0%
O=C(c1ccccc1)c1ccc(C2CC2)cc1 | u
Cn1ccnc1CN1C[C@@H](F)[C@@H](OCc2nc3ccccc3[nH]2)C1 | 102.0%[activator][176 µM]
CS(=O)(=O)c1ccc(S(=O)(=O)N2CCC3(CCCNC3)C2)cc1 (stereo not drawn) | 15.2%
CCNC(=O)NC(=O)C(C)OC(=O)c1ccc(C(=O)OC)cc1 (stereo not drawn) | -4.6%
CC(Oc1ccc2ccc(=O)oc2c1)C(=O)Nc1ccc(F)cc1 (stereo not drawn) | 32.3%[activator]
O=C(NCCc1ccncc1)C1Cn2cccc2C(=O)N1Cc1ccccc1 (stereo not drawn) | 18.1%
CC(C)OCCCNC(=O)c1cc(C2CC2)nc2onc(C3CCNC3)c12 (stereo not drawn) | -0.2%[6.33 µM]
CCNC(=O)CN1CCN(C(=O)C2CCN(c3nc4ccccc4o3)CC2)CC1 | 4.6%
COc1cccc(/C=C/c2nc(C#N)c(N3CCN(C(=O)c4ccco4)CC3)o2)c1 | -0.4%
CN(Cc1ccccc1)c1ncccc1CNc1ccc(C#N)cn1 | -5.4%
Cc1cccc(CNc2cc(-c3c(C)noc3C)ncn2)c1 | -15.3%
CCCCc1cc(=O)oc2cc(OCC(=O)OC)c(Cl)cc12 | -0.4%
CCCCCNC(=O)C1(C)CCc2nc3cc(C)c(C)cc3n21 (stereo not drawn) | -2.5%
N#Cc1nc(-c2ccc(F)cc2)oc1N1CCN(C(=O)c2cccs2)CC1 | 55.0%[activator]
O=C(O)CC1NCCNC1=O (stereo not drawn) | 103.7%[activator]
N#Cc1ccc([S+](=O)([O-])N2CCC3(CC2)OCCN(CC2CC2)C3=O)cc1 | 4.1%[176 µM]
COc1ccc(CNC(=O)CCc2ncc(-c3c(F)cccc3F)o2)cc1 | -0.2%
Cc1cc(C(=O)OCC(=O)c2ccccc2)c2cccc(C)c2n1 | -10.7%
Cc1cc(C)n(CCC(=O)N2C[C@@H](CO)[C@H](c3nc(C4CC4)no3)C2)n1 | -6.1%
O=[N+]([O-])c1ccc(-c2ncc[nH]2)cc1 | 5.7%[12.5 µM]
CC1CCCCN1CCCNC1CCCC1 (stereo not drawn) | 1.3%
O=C(NCc1ccccc1)N1CCCC(c2noc(COc3ccccc3F)n2)C1 (stereo not drawn) | 14.6%
CC(C)c1noc(-c2cn(C3CCN(C(=O)c4cc(Cl)ccc4F)C3)nn2)n1 (stereo not drawn) | 16.3%
NC(=O)[C@@H]1CN(C(=O)c2cnccn2)C[C@H]1COc1ccccc1 | 9.9%
CC(C)(Oc1nn(CC2CC2)c2ccc(CN3CCCC3)cc12)C(=O)Nc1cccnc1 | 7.4%[176 µM]
CCC(=O)NCCNC(=O)c1cc(-c2ccccc2)nc2ccccc12 | -8.8%
CSc1ccc(C2CC(=O)Nc3c2cnn3-c2nc3ccccc3s2)cc1 (stereo not drawn) | -11.7%
O=C(Cc1cccs1)NC1CCc2nnc(C3CC3)n2CC1 (stereo not drawn) | 48.8%
Cc1cc(C)c(C(=O)NCc2nc(-c3cccc(NC(=O)C4CCCN(C)C4)c3)oc2C)[nH]1 (stereo not drawn) | 13.4%
CCc1nc(NC(=O)C2CC(=O)N(c3n[nH]c4cccc(F)c34)C2)sc1C (stereo not drawn) | -24.3%
O=C(NCc1ccco1)C1=CN2CCN(Cc3ccccc3)C(=O)N=C2O1 | 13.9%
Cc1ccc(C)c(OCc2ccc(-c3nc(C#N)c(N4CCC(C(N)=O)CC4)o3)o2)c1 | u
COc1ccc(C(=O)Nc2nc3c(s2)C[C@@H]2[C@](C)(CO)[C@H](O)CC[C@@]2(C)[C@@H]3CC(=O)NC(C)C)cc1 | 5.1%
Cc1ccc2c(C)c(C(=O)Nc3nonc3-c3cccs3)oc2c1 | 26.6%
Cc1ccc(NC(=O)C2CCN(c3nc(C)nc4oc(C)c(C)c34)CC2)c(Cl)c1 | 1.1%
COc1ccc(CC(=O)OCC(=O)c2ccc(OC(=O)c3ccco3)cc2)cc1 | u

(list continues)
SMILES | 12-LOX inh
Cc1cc(-c2nnn(CC(=O)NC(C)(C)C)n2)ccc1F | 18.9%
O=C(CN1CCN(c2ncccn2)CC1)N1N=C(c2cc3ccccc3o2)CC1c1ccco1 (stereo not drawn) | u
CCN(CC(=O)NC(N)=O)Cc1ccccc1C | -2.7%
Cc1cccc(OCCSCc2ccc(C(=O)Nc3ccccc3)cc2)c1 | 0.9%
Cc1cc(OCC(=O)N2CCCCC2CCN2CCOCC2)ccc1Cl (stereo not drawn) | -20.4%
O=C1CCN(S(=O)(=O)c2ccccc2)CCCN(C(=O)C2COc3ccccc3O2)CCN1 (stereo not drawn) | -6.3%
Cc1oc(-c2ccccc2)nc1CC(=O)Nc1cccc(C(=O)Nc2ccncc2)c1 | 10.2%
CCn1nc(C(=O)NC(CC(=O)OC)c2ccc(F)cc2)c2ccccc2c1=O (stereo not drawn) | -7.2%
CC(C)N1CCn2nc(C(=O)NCCc3ccc(Cl)cc3)cc2C1 | -9.2%
CCOCCSc1nc2c(c(=O)[nH]c(=O)n2C)n1Cc1ccccc1 | u
Cc1cc(C(=O)NCCCOC(C)C)c2c(C3CCCN3)noc2n1 (stereo not drawn) | 14.1µM*
CN(Cc1ccc2nsnc2c1)C(=O)c1ccc(N2CCCC2=O)cc1 | 74.4%[activator]

13 entries from above, ordered by length of the SMILES, lowest first.
SMILES | 12-LOX inh
CCN(CC(=O)NC(N)=O)Cc1ccccc1C | -2.7%
Cc1cc(-c2nnn(CC(=O)NC(C)(C)C)n2)ccc1F | 18.9%
Cc1cc(OCC(=O)N2CCCCC2CCN2CCOCC2)ccc1Cl (stereo not drawn) | -20.4%
Cc1cc(C(=O)NCCCOC(C)C)c2c(C3CCCN3)noc2n1 (stereo not drawn) | 14.1µM*
CCOCCSc1nc2c(c(=O)[nH]c(=O)n2C)n1Cc1ccccc1 | u
O=C(NCc1ccco1)C1=CN2CCN(Cc3ccccc3)C(=O)N=C2O1 | 13.9%
CCn1nc(C(=O)NC(CC(=O)OC)c2ccc(F)cc2)c2ccccc2c1=O (stereo not drawn) | -7.2%
Cc1oc(-c2ccccc2)nc1CC(=O)Nc1cccc(C(=O)Nc2ccncc2)c1 | 10.2%
Cc1ccc(NC(=O)C2CCN(c3nc(C)nc4oc(C)c(C)c34)CC2)c(Cl)c1 | 1.1%
O=C(CN1CCN(c2ncccn2)CC1)N1N=C(c2cc3ccccc3o2)CC1c1ccco1 (stereo not drawn) | u
O=C1CCN(S(=O)(=O)c2ccccc2)CCCN(C(=O)C2COc3ccccc3O2)CCN1 (stereo not drawn) | -6.3%
Cc1ccc(C)c(OCc2ccc(-c3nc(C#N)c(N4CCC(C(N)=O)CC4)o3)o2)c1 | u
COc1ccc(C(=O)Nc2nc3c(s2)C[C@@H]2[C@](C)(CO)[C@H](O)CC[C@@]2(C)[C@@H]3CC(=O)NC(C)C)cc1 | 5.1%

Next section:
SMILES | 12-LOX inh
N#Cc1nc(-c2ccc(F)cc2)oc1NCCCN1CCOCC1 | -22.2%
COc1cccc(N2C(=O)NC(=NC3CCCCC3)C23CCN(C(=O)c2ccccc2)CC3)c1 | u
COc1ccc(NC(=O)N2c3ccccc3CC2c2nc(C(C)C)no2)c(C)c1 (stereo not drawn) | 22.3%
COc1cc(=O)n2c(c1C(=O)NCc1ccco1)CCN(C(=O)c1c(F)ccc(F)c1F)CC2 | -3.9%
Cc1noc(C)c1S(=O)(=O)N1CCCCCCNC(=O)CC1 | 57.1%[activator]
CC(C)Cn1cnc2c1c(=O)n(CC(=O)N1CCc3ccccc31)c(=O)n2Cc1ccccc1 | 3.0%
COc1ccc2c(C)c(CC(=O)NC3CCCC3)c(=O)oc2c1OC | 1.6%
O=C(CCc1ccccc1)N1CC2(C1)CN(c1ccccc1)C(=O)O2 | 6.9%[176 µM]
CC1=C(C(=O)OC(C)C)C(c2cccc(F)c2)N2C(CC(=O)NCc3ccco3)=CSC2=N1 (stereo not drawn) | -1.2%
CCOc1cccc2cc(C(=O)Nc3c(CC)cccc3CC)c(=O)oc12 | 16.6%
Cc1ccsc1C(=O)Nc1ccccc1SCc1ccccc1 | -5.2%
O=C(C1CCCO1)N1CCC2(CC1)NCCc1c2[nH]c2ccccc12 (stereo not drawn) | -7.3%
O=c1[nH]c(N2CCOCC2)nc2c1CCN(Cc1cccc(F)c1)CC2 | 31.2%[activator]
CC[C@H]1CN(C(=O)N2CCOCC2)CC[C@H]1CC(=O)N1CCOCC1 | u
COc1ccc(NS(=O)(=O)c2ccc3oc(SCC(=O)N4CCCCC4)nc3c2)cc1 | u
CCc1noc(-c2ccn3c(CNC(=O)c4ccc(C(C)(C)C)cc4)nnc3c2)n1 | -0.3%
N#CC1(c2ccc(NC(=O)c3ccc(Cl)cc3)cc2)CCCC1 | -0.1%
CCC1CCCCN1CCNC(=O)c1cc2c(s1)CN(C1CCCC1)C2 (stereo not drawn) | 60.4%[activator]
Cc1ccccc1-c1noc(-c2cc3c(COC(=O)C(C)C)cnc(C)c3oc2=O)n1 | u
O=C(/C=C/c1cccc(C(F)(F)F)c1)c1cc(Cl)ccc1Cl | u
CCOc1ccccc1N(CC(=O)N1CCN(C)CC1)S(=O)(=O)c1ccc(Cl)cc1 | u
CC(C)CNC(=O)COc1ccc2c(C(C)C)cc(=O)oc2c1 | 4.9%
CCN1CCCC1CNC(=O)c1cnn(-c2nccc(-c3cccs3)n2)c1C(C)C (stereo not drawn) | -6.6%
O=C(c1ccncc1)N1CCC(N2C(=O)C3(CCCCC3)C2c2ccncc2)CC1 (stereo not drawn) | 17.4%
O=c1[nH]c(N2CCOCC2)nc2c1CCN(Cc1cccc(Cl)c1F)CC2 | 36.1%[activator]
O=C(NCCc1ccc(Cl)cc1)C1CCc2nnc(C3CCN([S+](=O)([O-])c4ccccc4)CC3)n21 (stereo not drawn) | -14.9%[6.33 µM]
C=CCN1C(=O)c2n[nH]c(COC)c2C1c1ccc(C)cc1 (stereo not drawn) | -2.1%
Cc1ccc(C(=O)NNC(=S)NC(=O)c2ccc(C(C)(C)C)cc2)cc1 | u
COc1cccc(CN2CCCCC(N)C2)c1OCCn1ccnc1 (stereo not drawn) | 146.1%[activator]
COc1ccc(N2CC(C(=O)N3CCC(C(=O)NCc4cccc(OC)c4)C3)NC2=O)cc1 (stereo not drawn) | 10.8%
CCN(CC)Cc1cnc2c(C(=O)NC(C)(C)CO)cnn2c1 | 5.9%
Cc1cccc2c1NC(=O)C21CC(=O)Nc2c1sc(C(=O)O)c2-c1ccccc1 (stereo not drawn) | -24.4%
CC(=O)N1CCC2(CCCN(Cc3ccccc3)C2)CC1 | -19.8%[57.4 µM]
Cc1cccc(OCC2CCCN(C(=O)c3ccc4nc(C)cn4c3)C2)c1 (stereo not drawn) | -4.4%
CC(C)NC(=O)CN1CCCN(c2ncccc2C(F)(F)F)CC1 | 5.3%
COc1cccc(C(=O)N2C[C@@H](Oc3cccnc3)C[C@@H]2C(=O)N2CCOCC2)c1 | 30.0%
Cc1n[nH]c(C)c1C(NC(=O)c1scc2c1OCCO2)C(=O)O (stereo not drawn) | 3.7%
Cc1cc(C)cc(COC(=O)c2cnccn2)c1 | -7.1%

High-throughput results from PubChem BioAssay.
